# Screens deposited in PubChem BioAssay by Sanford-Burnham Center for Chemical Genomics.
# SENP1 inh = blocks the human SENP1 SUMO protease catalytic domain. recombinant SENP1 catalytic domain, CyPet-SUMO1-YPet FRET cleavage. inhibition, % at 10 µM. Q9P0U3. 360,000 compounds, 0.21% hits. AID 624204;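 active = inhibition at least 30% at 10 µM, raw YFP signal under a set limit, fluorescence ratio 0.5 to 1.5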;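 also: 0% = enzyme with DMSO and 100% = no enzyme wells; some results filed as inactive read as strong as hits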
# Target sequence (Q9P0U3 419-644 limits assumed): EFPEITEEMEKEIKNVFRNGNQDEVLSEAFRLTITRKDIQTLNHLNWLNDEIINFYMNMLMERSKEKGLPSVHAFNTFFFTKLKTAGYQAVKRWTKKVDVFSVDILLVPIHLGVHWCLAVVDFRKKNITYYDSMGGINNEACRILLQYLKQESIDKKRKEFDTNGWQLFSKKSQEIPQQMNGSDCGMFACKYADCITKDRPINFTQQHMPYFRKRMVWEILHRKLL
#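 Assay system – human recombinant His6-tagged SENP1 catalytic domain enzyme · Input – SENP1 enzyme, 20 pM final · Buffer or medium – Tris pH 8 buffer plus EDTA, NaCl, BME, BSA, NP40, catalase · Schedule – 50 min reaction at room temperature · Technique – FRET read of cyan and yellow fluorescence · Control set – no-enzyme wells low, DMSO-plus-enzyme wells high control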
# SENP8 block = inhibitors of human SENP8 protease. inhibition, % at 20 µM. 360,000 compounds, 0.64% hits. recombinant SENP8, Nedd8 substrate fluorescence. Q96LD8; in the data active = inhibition mostly above about 40%, no sharp cut-off; inactive = mostly below about 27%
# Target sequence (Q96LD8 whole entry, looked up): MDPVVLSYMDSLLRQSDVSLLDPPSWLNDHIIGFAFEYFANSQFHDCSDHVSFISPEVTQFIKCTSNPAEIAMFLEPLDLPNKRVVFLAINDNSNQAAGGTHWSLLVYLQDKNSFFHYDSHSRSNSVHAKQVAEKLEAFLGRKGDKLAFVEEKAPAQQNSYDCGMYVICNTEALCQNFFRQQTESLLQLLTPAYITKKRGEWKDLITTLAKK
# PfGluPho inh = PfG6PD (Plasmodium falciparum) enzyme inhibition. PfGluPho enzyme, NADPH resazurin-diaphorase fluorescence. inhibition, % at 20 µM. 350,000 compounds, 0.78% hits. AID 504690;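 active = inhibition reaching at least a set limit at 20 µM in the primary screen, cut at about 59% in these data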;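 also: 0% = DMSO wells with substrate and 100% = DMSO wells lacking glucose-6-phosphate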
# ATG4B inh = ATG4B (human) cysteine protease inhibition; Q9Y4P1; ATG4B cleavage of LC3-PLA2, NBD-HPC fluorescence, 1 h; inhibition, % at 8.33 µM; 340,000 compounds, 0.51% hits; in the data active = inhibition above about 40%
# GRIN3A LBD mod = NR3A (human) ligand-binding domain modulation. 340,000 compounds, 2.5% hits. NR3A LBD differential scanning fluorimetry, Tm shift; 0% = protein alone, 100% = glycine-bound protein. Tm shift relative to glycine control, % at 25 µM;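 active = melting temperature shift of at least 10% of the positive control shift, at one fixed dose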
# MPTP inh = permeability transition pore inhibition. isolated mouse mitochondria, Ca2+ swelling absorbance, 30 min. 360,000 compounds, 1.4% hits. AID 602449. inhibition, % at 10 µM;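 active = inhibition of 50% or more, scaled per plate between neutral and stimulator controls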;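 also: 0% = DMSO wells given calcium and 100% = 1 mM EGTA wells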
# hIAP activ = increases human intestinal alkaline phosphatase activity; P09923; 330,000 compounds, 0.16% hits; AID 2524; activation factor at 10 µM; purified human IAP, CDP-Star luminescence, 30 min; hits give high values; 1 = vehicle-only enzyme, 0 = enzyme-free background;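 active = activation factor of the enzyme at least 2-fold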; also: the source names both 10 and 20 µM as test concentration; values of inactives mirror those of a sister screen read the other way
# SENP6 inh = blocks the human protease SENP6; Q9GZR1; Recombinant SENP6 catalytic domain, aminoluciferin luminescence; inhibition, % at 10 µM; 330,000 compounds, 1.8% hits; AID 2599;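 active = inhibition above about 50% at the single tested dose, limit read from the data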;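 also: plate controls were DMSO wells with enzyme for no effect and DMSO wells lacking enzyme for full effect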
# Target sequence (Q9GZR1 628-1112 limits assumed): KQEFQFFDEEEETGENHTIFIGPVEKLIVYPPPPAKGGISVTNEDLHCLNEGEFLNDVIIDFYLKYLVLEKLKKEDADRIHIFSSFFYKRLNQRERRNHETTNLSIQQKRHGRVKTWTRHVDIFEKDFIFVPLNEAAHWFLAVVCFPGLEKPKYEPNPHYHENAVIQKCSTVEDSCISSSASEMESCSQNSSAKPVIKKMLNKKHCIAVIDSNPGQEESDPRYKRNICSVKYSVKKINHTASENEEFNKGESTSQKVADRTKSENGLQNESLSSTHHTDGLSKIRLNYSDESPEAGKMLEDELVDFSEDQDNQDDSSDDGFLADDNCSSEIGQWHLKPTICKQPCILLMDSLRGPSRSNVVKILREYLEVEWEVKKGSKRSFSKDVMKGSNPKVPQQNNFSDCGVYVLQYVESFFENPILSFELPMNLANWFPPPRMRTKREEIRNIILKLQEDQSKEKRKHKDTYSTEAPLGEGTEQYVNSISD
# The depositor's hits bear a star; · = no result given.
no.	SMILES	SENP1 inh	SENP8 block	PfGluPho inh	ATG4B inh
1	COc1cc(SC)ccc1C(=O)NCC1CCCCC1	0	8	6	12
2	Cc1c(/C=N/NC(=O)c2cc(C(C)(C)C)[nH]n2)c2ccccc2n1C	0	5	14	-7
3	CCOc1ccc(NC(=O)CC2C(=O)N(CC)C(=S)N2NC(=O)c2ccncc2)cc1 (stereo not given)	-2	35	-5	3
4	Cc1cccn2c(=O)c3cc(C(N)=S)c(=N)n(CCCN4CCOCC4)c3nc12	-37	-363	45	9
5	CC(C)(C)c1nc2scc(-c3cccs3)c2c(=O)o1	4	-15	1	13
6	COc1ccc(C2=CC(=O)C[C@H](c3ccc(Cl)cc3)C2)cn1	2	15	-1	3
7	CN(C(=O)CSc1cccc[n+]1[O-])C1CCCCC1	2	8	23	9
8	COc1ccc(-c2ccc(CN3C(C(C)C)C(=O)N(Cc4cn(CCC5OCCCO5)nn4)CCS3(=O)=O)cc2)cn1 (stereo not given)	-2	12	4	·
9	CCCN1CCC(=O)N([C@H](CO)Cc2ccccc2)CC1	1	19	-1	5
10	O=C(NCc1ccc(Cl)cc1Cl)Nc1ccccc1	2	8	12	16

no.	GRIN3A LBD mod	MPTP inh	hIAP activ	SENP6 inh
1	-2	1.6	0.88	-44
2	1	3.7	1.2	-8
3	2	0.5	1.1	-8
4	-14	0.8	0.76	-13
5	3	-1.4	0.66	-6
6	0	1.1	0.95	-14
7	0	0.8	0.98	-7
8	·	-0.1	·	·
9	3	-0.4	0.85	-7
10	-6	80*	1.2	-27

# Look-ups from above:
# `COc1ccc(-c2ccc(CN3C(C(C)C)C(=O)N(Cc4cn(CCC5OCCCO5)nn4)CCS3(=O)=O)cc2)cn1` (stereo not given) in SENP8 block reads 12
# `O=C(NCc1ccc(Cl)cc1Cl)Nc1ccccc1` in PfGluPho inh reads 12

# Following part:
no.	SMILES	SENP1 inh	SENP8 block	PfGluPho inh	ATG4B inh
11	CCOC(=O)Nc1ccc2nc(-c3cscn3)[nH]c2c1	-1	-468	10	·
12	C/C(=N\NC(=S)NC(C)C)c1cccc([N+](=O)[O-])c1	0	21	6	-8
13	Oc1cc2c(cc1C(c1ccc(Cl)c(Cl)c1)N1CCCC1)OCO2 (stereo not given)	-2	38	62*	13
14	CCCCC(c1nnnn1C1CCCC1)N1CCN(C2CCCC2)CC1 (stereo not given)	1	15	-5	-5
15	CCCN1C(=O)C(O)(C/C(C)=N/O)c2ccccc21 (stereo not given)	2	12	-16	-8
16	Cc1nc(Nc2cc(F)ccc2C)c2nnn(Cc3ccccc3)c2n1	0	-12	10	4
17	O=C(COc1ccc(Cl)cc1)Nc1cc(S(=O)(=O)N2CCCCC2)ccc1N1CCCCC1	-4	2	-9	1
18	CC1CCCC(NC(=O)COc2ncnc3ccccc23)C1C (stereo not given)	1	-2	-2	1
19	Cc1cc(C)cc(OCC(=O)Nc2ccc(N3CCN(S(C)(=O)=O)CC3)cc2)c1	0	9	-7	-15
20	Cc1ccc(-n2c(C)n[nH]c2=S)cc1C	3	8	30	14

no.	GRIN3A LBD mod	MPTP inh	hIAP activ	SENP6 inh
11	·	-1.0	·	·
12	-1	0.3	0.88	2
13	40*	0.0	0.86	-15
14	1	0.1	0.94	-4
15	-2	0.0	0.92	-6
16	0	3.5	0.96	8
17	-4	36	0.8	-31
18	-1	-0.1	0.91	2
19	-2	-0.6	0.97	0
20	0	0.1	1.1	-3

# Other structures:
no.	SMILES	SENP1 inh	SENP8 block	PfGluPho inh	ATG4B inh
21	Cc1ccc(C(=O)Nc2cccc(S(=O)(=O)N3CCCCC3)c2)cc1S(=O)(=O)N1CCOCC1	3	12	4	-12
22	CC(=O)Nc1ccc(S(=O)(=O)N2CCN=C2SCc2cccnc2)cc1	0	6	0	0
23	CCCOc1cccc(NC(=O)c2c(-c3ccccc3)noc2C)c1	-1	16	11	-20
24	Cc1ccc(Oc2ccc(NC(=O)c3ccco3)cc2)cc1	2	-143	1	11
25	COCCNc1ccc(S(=O)(=O)N2CCCC2)cc1[N+](=O)[O-]	3	13	-5	-7
26	C=CCc1cccc2cc(C(=O)Nc3ccccc3C(=O)O)c(=O)oc12	-9	10	14	-17
27	COC(=O)c1ccc(C(=O)N(C)C2CCCN(Cc3ccccc3F)C2)cc1 (stereo not given)	3	6	-9	2
28	FC(F)(F)c1ccc(C2[C@H]3CN(Cc4ccc(-c5ccccc5)cc4)[C@H](c4ccccc4)C34CC2(c2cccnc2)C4)cc1 (stereo not given in full)	·	·	-3	2
29	CCOc1cc(C=O)ccc1OCCSc1ccc(C)cc1	0	4	14	2
30	COc1ccccc1NS(=O)(=O)c1cc(NC(=O)c2cccc(S(=O)(=O)N(C)C)c2)ccc1N1CCOCC1	4	32*	9	-21

no.	GRIN3A LBD mod	MPTP inh	hIAP activ	SENP6 inh
21	-1	1.5	·	·
22	-1	0.8	1	-13
23	-3	2.6	1.3	-14
24	-10	3.3	0.94	13
25	-2	-0.9	1	3
26	0	-1.3	·	·
27	1	-0.6	1.2	10
28	-4	·	1	-17
29	3	-3.0	0.82	7
30	0	-0.2	0.85	-3

# Later entries:
no.	SMILES	SENP1 inh	SENP8 block	PfGluPho inh	ATG4B inh
31	COc1cc(/C=N/n2c(=S)[nH]nc(C)c2=O)cc([N+](=O)[O-])c1O	2	9	8	7
32	CC(C)(C)n1nc2c(c1NC(=O)Cc1cccc3ccccc13)CS(=O)(=O)C2	0	17	-5	5
33	COc1ccc(OCCCn2cc(/C=C3/C(=N)N4C=C(C)SC4=NC3=O)c3ccccc32)cc1	-27	-44	9	-8
34	Cc1noc(NS(=O)(=O)c2ccc(NC(=O)/C=C/c3ccc(Cl)cc3Cl)cc2)c1C	2	10	-13	·
35	CC(=O)N1CCc2cc(S(=O)(=O)NC(Cc3ccccc3)C(=O)O)ccc21 (stereo not given)	0	12	-4	-8
36	CCn1c(SCC(=O)c2[nH]c(C)c(C(C)=O)c2C)nnc1-c1ccccc1	-2	14	33	-7
37	O=C(N/N=C/c1ccccn1)c1ccccc1	-2	17	9	-2
38	O=C(Cc1ccccc1)NC(=S)Nc1ccc(N2CCCCC2)cc1	0	42*	21	-2
39	Cc1ccc(-c2ccc(CN3C(C(C)C)C(=O)N(Cc4cn(CCC5OCCCO5)nn4)CCS3(=O)=O)cc2)cc1 (stereo not given)	-1	0	0	·
40	CC1CCN(S(=O)(=O)c2ccc(Cl)cc2Br)CC1	1	4	-2	6

no.	GRIN3A LBD mod	MPTP inh	hIAP activ	SENP6 inh
31	1	-0.3	1	0
32	-1	1.3	1	2
33	-2	1.3	0.97	2
34	·	0.1	·	·
35	-1	-1.5	1.1	4
36	1	4.3	0.97	6
37	0	-1.7	1.3	-27
38	-5	-0.1	0.88	-9
39	·	-0.4	·	·
40	2	1.6	0.94	0

# (continued)
no.	SMILES	SENP1 inh	SENP8 block	PfGluPho inh	ATG4B inh
41	Cn1c(=O)[nH]c(=O)c2c1nc(Sc1ccccc1)n2CCc1ccccc1	4	5	18	7
42	NC(=S)N/N=C1\CCOc2ccc(Cl)cc21	1	0	12	0
43	CN(CCO)C1=CC(=O)CC(C)(C)C1	-11	25	-3	-14
44	CCn1ncc(/C=N\NC(=O)Cc2ccc([N+](=O)[O-])cc2)c1C	-2	10	-10	-4
45	CCOc1ccc(CCN2CN(CC)CNC2=S)cc1OCC	3	0	-9	-14
46	Cc1nnc(SC(C(=O)Nc2cc(Cl)cc(Cl)c2)c2ccccc2)[nH]c1=O (stereo not given)	-2	15	-22	6
47	Cc1ccc(C=Nc2cccnc2N)cc1	-26	-98	7	-2
48	CCOC(=O)n1c(=O)n(Cc2ccc(Cl)c(Cl)c2)c2ccccc21	1	28	-17	4
49	Cc1cccc(OCCC(=O)OCC(=O)N2CCc3ccccc32)c1	0	1	-7	-3
50	CCN1CCN(C(=O)c2ccc(CSc3ccc(C)cc3)cc2)CC1	-1	10	-8	-9

no.	GRIN3A LBD mod	MPTP inh	hIAP activ	SENP6 inh
41	-1	1.0	1	6
42	1	1.3	1	1
43	-3	0.0	0.97	9
44	-5	0.1	1	-7
45	-1	1.8	1.1	-4
46	0	86*	0.96	-5
47	0	-1.7	0.77	43
48	8	-0.2	1.2	-36
49	8	-0.6	0.88	-8
50	1	-0.1	1.1	11

# 12 of the compounds above, with two lines to a compound.
# Below each compound: SENP1 inh	SENP8 block	PfGluPho inh	ATG4B inh	GRIN3A LBD mod	MPTP inh	hIAP activ	SENP6 inh
[37] O=C(N/N=C/c1ccccn1)c1ccccc1
    -2	17	9	-2	0	-1.7	1.3	-27
[38] O=C(Cc1ccccc1)NC(=S)Nc1ccc(N2CCCCC2)cc1
    0	42*	21	-2	-5	-0.1	0.88	-9
[39] Cc1ccc(-c2ccc(CN3C(C(C)C)C(=O)N(Cc4cn(CCC5OCCCO5)nn4)CCS3(=O)=O)cc2)cc1 (stereo not given)
    -1	0	0	·	·	-0.4	·	·
[40] CC1CCN(S(=O)(=O)c2ccc(Cl)cc2Br)CC1
    1	4	-2	6	2	1.6	0.94	0
[41] Cn1c(=O)[nH]c(=O)c2c1nc(Sc1ccccc1)n2CCc1ccccc1
    4	5	18	7	-1	1.0	1	6
[42] NC(=S)N/N=C1\CCOc2ccc(Cl)cc21
    1	0	12	0	1	1.3	1	1
[43] CN(CCO)C1=CC(=O)CC(C)(C)C1
    -11	25	-3	-14	-3	0.0	0.97	9
[44] CCn1ncc(/C=N\NC(=O)Cc2ccc([N+](=O)[O-])cc2)c1C
    -2	10	-10	-4	-5	0.1	1	-7
[45] CCOc1ccc(CCN2CN(CC)CNC2=S)cc1OCC
    3	0	-9	-14	-1	1.8	1.1	-4
[46] Cc1nnc(SC(C(=O)Nc2cc(Cl)cc(Cl)c2)c2ccccc2)[nH]c1=O (stereo not given)
    -2	15	-22	6	0	86*	0.96	-5
[47] Cc1ccc(C=Nc2cccnc2N)cc1
    -26	-98	7	-2	0	-1.7	0.77	43
[48] CCOC(=O)n1c(=O)n(Cc2ccc(Cl)c(Cl)c2)c2ccccc21
    1	28	-17	4	8	-0.2	1.2	-36

# Next records follow:
no.	SMILES	SENP1 inh	SENP8 block	PfGluPho inh	ATG4B inh
51	O=C(Cc1cccc(C(F)(F)F)c1)NCC(c1ccco1)N1CCCCC1 (stereo not given)	-19	-7	10	-10
52	Cc1sc(-c2ccncc2)nc1OC(=O)c1ccccc1	7	-10	12	-4
53	O=c1[nH]nc(-c2cccs2)c2ccccc12	-1	-6	12	-3
54	Cc1cc(Nc2ccc(Cl)cc2)n(-c2cccc(Cl)c2)n1	2	11	25	41*
55	O=C(Nc1cccnc1)C1(c2ccc(Cl)cc2)CCCC1	3	11	-1	-5
56	COc1cc(/C=N/NC(=O)CNC(=O)/C=C/c2ccco2)cc(OC)c1OC	-2	-3	-7	2
57	C=CCn1c(CCNC(=O)c2ccccc2F)nnc1SCC(=O)Nc1ccccc1F	3	9	-10	1
58	O=C1C2CC=CCC2C(=O)N1c1ccc(NCCc2cccc(F)c2)c([N+](=O)[O-])c1 (stereo not given)	4	12	11	-3
59	CCOc1ccc(N(CC(=O)NCCSCc2ccc(Cl)cc2)S(C)(=O)=O)cc1	-2	9	2	-4
60	CSc1ncccc1C(=O)OCC(=O)NC1CCS(=O)(=O)C1 (stereo not given)	-3	14	13	-3

no.	GRIN3A LBD mod	MPTP inh	hIAP activ	SENP6 inh
51	-2	2.0	1.1	-4
52	-5	-5.6	0.89	-1
53	-1	0.7	1.2	-14
54	-6	35	0.98	-4
55	0	8.9	0.94	-13
56	2	0.1	0.88	-1
57	0	-0.1	1.2	2
58	-1	9.5	0.87	5
59	0	1.3	1.1	-2
60	4	-0.9	1.2	-12

# Compounds as they come; about 6.7% have a hit in one of these screens.
